Screening results (PubChem BioAssay)
STAT1 inh: inhibitors of IFN-gamma induced STAT1 signaling | inhibition, % at 5.5 µM | hit rate 0.35% among 200,000 | NIH 3T3 STAT1-luciferase reporter, luminescence | AID 920;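 active means inhibition above a set limit, the mean inhibition across all tested compounds plus 3 SD, cut at about 34% in these data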;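 further: 0% = IFN-gamma with DMSO and 100% = IFN-gamma with 300 µM nifuroxazide; values of inactives mirror those of a sister screen read the other way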
STAT1 act: STAT1 signaling activation. NIH 3T3 STAT1-luciferase reporter, IFN-gamma, luminescence; 100% = IFN-gamma alone, no compound. activation (% of control), % at 5.5 µM. hit rate 2.6% among 200,000;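 active means activation above the screen-wide mean activation plus 3 SD, cut at about 130% in these data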;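 further: raw ratio to IFN-gamma control signal so 100% means no change and 0% no light; values of inactives mirror those of a sister screen read the other way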
FLuc inhib CS: Photinus pyralis luciferase inhibition counter-screen; P08659; ATPLite firefly luciferase biochemical luminescence, 10 min; inhibition, % at 10 µM; hit rate 1.5% among 200,000; AID 1006;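 active means inhibition above about 50% when tested at 10 µM, limit read from the data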
Target sequence (P08659 whole entry, looked up): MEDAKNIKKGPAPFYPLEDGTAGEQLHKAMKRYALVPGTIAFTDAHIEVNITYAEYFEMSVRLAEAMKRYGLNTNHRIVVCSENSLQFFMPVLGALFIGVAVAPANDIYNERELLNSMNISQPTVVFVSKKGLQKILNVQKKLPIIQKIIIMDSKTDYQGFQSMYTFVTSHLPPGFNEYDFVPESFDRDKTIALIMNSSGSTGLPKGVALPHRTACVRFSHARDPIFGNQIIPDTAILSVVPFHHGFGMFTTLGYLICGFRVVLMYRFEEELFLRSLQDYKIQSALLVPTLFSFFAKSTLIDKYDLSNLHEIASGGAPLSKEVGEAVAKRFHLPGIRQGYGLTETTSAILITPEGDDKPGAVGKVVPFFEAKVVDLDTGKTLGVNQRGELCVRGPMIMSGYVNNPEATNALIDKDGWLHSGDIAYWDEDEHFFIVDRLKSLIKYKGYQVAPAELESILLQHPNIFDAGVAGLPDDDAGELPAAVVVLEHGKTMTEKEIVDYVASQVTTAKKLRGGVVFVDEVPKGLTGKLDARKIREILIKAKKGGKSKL
STAT3 act: activators of IL-6 induced STAT3 signaling; U3A cells, IL-6 STAT3-luciferase reporter, luminescence; 100% = signal with IL-6 EC80 alone; activation (% of control), % at 5.6 µM; hit rate 0.91% among 190,000; AID 871;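 active means activation above the screen-wide mean of compound activation plus 3 SD, cut at about 130% in these data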;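 further: 0% = background luminescence of wells with medium and substrate only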
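Material: STAT1-lacking human U3A cells, STAT3 luciferase reporter | Benchmarks: IL-6-only wells as 100% reference | Probe or stimulus: IL-6 (33 ng/mL) | Timing: Compound 1 h, then IL-6 6 h at 37 °C | Detection: Luminescence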
STAT3 inh: STAT3 signaling inhibition; inhibition, % at 5.5 µM; hit rate 0.89% among 190,000; U3A cells, IL-6 STAT3-luciferase reporter, luminescence; host cell line lacks STAT1; AID 862;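 active means inhibition above the mean inhibition across all screened compounds plus 3 SD, cut at about 44% in these data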;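 further: 0% = DMSO only wells and 100% = 100 µM nifuroxazide control wells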
RAM inhibit: blocks the yeast RAM network. inhibition, % at 50 µM. S. cerevisiae dse1pr::URA3 reporter, 5-FOA growth OD615, 2 d; analog-sensitive cbk1-as2 kinase mutant strain. hit rate 1.8% among 190,000;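 active means inhibition above a set limit, 3 SD over mean compound inhibition, cut at about 8.4% in these data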;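 further: 0% = DMSO-only wells with no growth and 100% = 10 µM 1-NA-PP1 full growth; inhibition rescues growth on 5-FOA so higher OD means more RAM inhibition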
APP 5'UTR act: APP 5'UTR luciferase reporter activation. SH-SY5Y APP 5'UTR luciferase reporter, luminescence; zero percent = DMSO vehicle wells. activation, % at 2 µM. hit rate 1% among 190,000;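 active means activation above a set limit, based on mean plus 3 SD of controls, cut at about 140% in these data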; further: values of inactives mirror those of a sister screen read the other way
APP 5UTR inh: APP translation inhibition | SH-SY5Y APP 5'UTR-luciferase reporter, luminescence | hit rate 0.82% among 190,000 | inhibition, % at 2 µM;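 active means inhibition above a set limit, derived from the sample mean plus 3 SD, cut at about 45% in these data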; further: values of inactives mirror those of a sister screen read the other way
Hsp70 act: transcriptional activators of Hsp70 | HeLa Hsp70 promoter luciferase reporter, luminescence; scaled: vehicle 0, proteasome-inhibitor control 100% | activation, % at 10 µM | hit rate 0.04% among 200,000 | AID 1203;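 active means activation above the mean across all tested compounds plus 3 SD, cutoff set per campaign, cut at about 5.5% in these data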;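 further: 100% = MG132 at 30 µM as the positive control and 0% = DMSO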
NF-kB neuron act: compounds increasing NF-kB expression in human neuronal cells; fold change at 12.5 µM; NF-kB reporter expression; active compounds read high; hit rate 1.6% among 190,000; in the data active means fold change above about 3.3
An asterisk follows results filed as active; . = not tested or not shown.

SMILES	STAT1 inh	STAT1 act	FLuc inhib CS	STAT3 act	STAT3 inh	RAM inhibit	APP 5'UTR act	APP 5UTR inh	Hsp70 act	NF-kB neuron act
CCOCCCNc1ncc2c(n1)CC(c1ccc(C)cc1)CC2=O (configuration not stated)	7	93	-5	107	-8	2.6	-3	3	0.2	0.91
CCn1c(Cc2ccccc2)nnc1SCC(=O)Nc1nccs1	-2	102	2	96	10	-0.3	1	-1	-0.1	1.2
COC(=O)c1sc(N2C(=O)c3oc4ccccc4c(=O)c3C2c2cccs2)nc1C (configuration not stated)	2	98	-5	99	4	1.5	8	-8	0.4	1
O=C(NCCN1CCOCC1)C1CCC(CNS(=O)(=O)c2ccccc2)CC1 (configuration not stated)	8	93	-5	94	15	0.0	-13	13	-0.5	1.3
O=[N+]([O-])c1cc([N+](=O)[O-])c2cccnc2c1Oc1ccccc1O	0	100	-1	95	0	0.0	-13	13	-0.1	1.4
COc1ccc(C2=NOC(Cn3c(Cc4ccc(Cl)cc4)nc4c3c(=O)n(C)c(=O)n4C)C2)cc1 (configuration not stated)	-1	100	-6	105	-2	2.5	-10	10	-0.1	0.37
COc1cnc(-c2ccccn2)nc1Sc1ccc(F)cc1	1	99	-2	100	3	-1.5	20	-20	-0.3	0.82
CCCCC(=O)NC(=S)Nc1c(C)cc(Br)cc1C	2	98	-2	99	3	1.9	9	-9	0.0	1.1
COc1ccc2cc(CCNC(=O)c3cccc([N+](=O)[O-])c3)c(=O)[nH]c2c1	12	88	5	101	10	1.4	16	-16	0.1	1.1
COCCN(CCOC)C(=O)COC(=O)c1ccc(Cl)c(S(=O)(=O)N(C)c2ccccc2)c1	2	97	-5	101	9	2.6	1	-1	0.5	1.1
O=C(NCC1CCCO1)c1csc2c1CCCC2 (configuration not stated)	0	100	-5	103	-1	-0.5	2	-2	-0.3	1.4
Nc1ccccc1SCC(=O)Nc1nc(-c2ccccc2)cs1	7	93	1	100	4	3.1	-4	4	-0.1	1.4
CC1CCN(c2nc3ccc(C(=O)N4CCN(Cc5ccc6c(c5)OCO6)CC4)cc3s2)CC1	-22	120	-4	65	49*	2.1	57	-57	-0.2	1.6
CN(C)c1cccc(NC2=CC(=[N+]3CCOCC3)CC(C)(C)C2)c1	11	92	0	102	-3	1.6	-5	5	0.0	0.91
CCCCOC(=O)c1ccc(NC(c2ccc(C)cc2)P(=O)(OC)OC)cc1 (configuration not stated)	4	97	-4	101	3	3.7	-17	17	-0.3	0.67
CC(=O)NC1=NC(=O)/C(=C/N2CCCCC2)S1	-4	104	-4	107	-7	0.9	14	-14	-0.2	1.1
Cc1ccccc1-c1nc(CN2CCSCC2)c(C)o1	-12	109	-4	95	8	-0.9	-23	23	-0.3	0.98
CC1CC(C)CN(C(=O)CSc2nnc(-c3ccc(Cl)s3)o2)C1 (configuration not stated)	-1	102	1	95	6	1.4	-7	7	-0.3	1
COc1ccc(-n2c(C)cc(C(=O)CSc3nn4c(=O)c(C(C)(C)C)nnc4s3)c2C)cc1	-6	105	1	104	-4	0.7	-3	4	-0.3	1.1
CCN(CC)C(=O)c1sc2nc(-c3ccncc3)[nH]c(=O)c2c1C	-5	104	2	98	6	-0.5	1	-1	0.1	1.3
Cc1ccc(C(=O)N2CCOCC2)cc1[N+](=O)[O-]	5	96	-2	100	-2	-0.5	2	-2	-0.2	1.1
CC1=NNC(=O)C1CCC(=O)N/N=C\c1ccccc1[N+](=O)[O-] (configuration not stated)	-3	103	-3	107	-4	0.3	3	-3	0.1	1.1
C/C(N)=C(/C#N)C(=O)COC(=O)CSc1ccccc1	-3	103	-6	99	10	0.9	11	-11	0.1	0.95
CC1=NC(=O)C(N=Nc2ccccc2C(=O)O)N1c1ccccc1 (configuration not stated)	65*	39	10	103	0	1.3	10	-10	-0.4	0.86
Cc1csc(NC(=O)c2ccc(C)o2)n1	-17	115	32	105	-4	1.7	69	-69	0.4	2.1
CC1=NN(C(=O)CCc2ccccc2)C(O)(c2ccncc2)C1 (configuration not stated)	-3	102	-3	103	3	1.8	-17	18	0.0	1.1
CCN(CC)C(=O)COc1ccc(CC(=O)O)cc1OC	2	98	-4	104	0	0.5	2	-2	-0.4	1
CSCCC(Nc1ncnc2ccc(Br)cc12)C(=O)O (configuration not stated)	-5	104	-1	106	-2	0.9	-10	10	-0.3	1.2
CC(=O)Nc1ccc(NC(=O)Cc2ccc(S(=O)(=O)N3CCCCC3)s2)cc1	13	88	-7	83	20	0.7	-10	10	-0.2	1.2
Cc1c(C(=O)NCc2ccc3c(c2)OCO3)oc2ccc(S(=O)(=O)N3CCCC3)cc12	-2	103	-1	90	16	4.2	22	-22	-0.3	0.36
CC(C)C(=O)Nc1ccc(-c2nc3cccnc3o2)cc1	-51	147*	67*	61	48*	0.4	151*	-151	-0.2	2.7
O=C(CN1CCCCCCC1)N/N=C/c1ccc(F)cc1F	-9	108	-8	95	8	0.1	-2	2	-0.3	1.2
Cc1sc(NC(=O)c2ccco2)c(CN2CCN(c3ccccn3)CC2)c1C	-14	112	8	98	5	0.0	-13	14	0.1	0.87
Cc1cc(C)nc(SCC(=O)N/N=C/c2cccn2-c2cccc(C(F)(F)F)c2)n1	-2	102	-5	96	9	0.1	4	-4	-0.1	1
O=C(CSc1nnc(-c2ccncc2)o1)NCc1ccc(Cl)cc1	-6	106	-5	103	-1	-0.5	-11	11	-0.4	1.1
Cc1cc(/C([O-])=C(/C(=S)Nc2ccc(F)cc2)[n+]2ccccc2)c(C)n1-c1ccc(F)cc1	-3	103	-3	109	-10	-0.1	-7	7	-0.3	1.5
NS(=O)(=O)c1ccc(NC(CNS(=O)(=O)c2ccccc2)c2ccccc2)cc1 (configuration not stated)	-3	102	-2	99	4	1.5	-6	6	-0.4	1.2
CCN1CCN(CCCCSc2ccccc2)CC1	12	90	-6	88	18	0.4	1	-1	-0.3	0.94
N=C1SC(c2ccccc2)C(=O)N1c1ncc(Cc2ccccc2Cl)s1 (configuration not stated)	-5	105	-4	104	-7	4.4	2	-2	-0.1	1.2
CC(=O)C1=C(O)C(=O)N(CO)C1c1ccccc1F (configuration not stated)	-4	105	-8	93	12	0.3	-10	10	-0.2	1.1

Twelve compounds out of the list, arranged by formula weight, descending:
SMILES	STAT1 inh	STAT1 act	FLuc inhib CS	STAT3 act	STAT3 inh	RAM inhibit	APP 5'UTR act	APP 5UTR inh	Hsp70 act	NF-kB neuron act
Cc1cc(/C([O-])=C(/C(=S)Nc2ccc(F)cc2)[n+]2ccccc2)c(C)n1-c1ccc(F)cc1	-3	103	-3	109	-10	-0.1	-7	7	-0.3	1.5
Cc1c(C(=O)NCc2ccc3c(c2)OCO3)oc2ccc(S(=O)(=O)N3CCCC3)cc12	-2	103	-1	90	16	4.2	22	-22	-0.3	0.36
Cc1cc(C)nc(SCC(=O)N/N=C/c2cccn2-c2cccc(C(F)(F)F)c2)n1	-2	102	-5	96	9	0.1	4	-4	-0.1	1
NS(=O)(=O)c1ccc(NC(CNS(=O)(=O)c2ccccc2)c2ccccc2)cc1 (configuration not stated)	-3	102	-2	99	4	1.5	-6	6	-0.4	1.2
CC(=O)Nc1ccc(NC(=O)Cc2ccc(S(=O)(=O)N3CCCCC3)s2)cc1	13	88	-7	83	20	0.7	-10	10	-0.2	1.2
Cc1sc(NC(=O)c2ccco2)c(CN2CCN(c3ccccn3)CC2)c1C	-14	112	8	98	5	0.0	-13	14	0.1	0.87
O=C(CSc1nnc(-c2ccncc2)o1)NCc1ccc(Cl)cc1	-6	106	-5	103	-1	-0.5	-11	11	-0.4	1.1
CC1=NN(C(=O)CCc2ccccc2)C(O)(c2ccncc2)C1 (configuration not stated)	-3	102	-3	103	3	1.8	-17	18	0.0	1.1
CCN(CC)C(=O)COc1ccc(CC(=O)O)cc1OC	2	98	-4	104	0	0.5	2	-2	-0.4	1
CC(C)C(=O)Nc1ccc(-c2nc3cccnc3o2)cc1	-51	147*	67*	61	48*	0.4	151*	-151	-0.2	2.7
CCN1CCN(CCCCSc2ccccc2)CC1	12	90	-6	88	18	0.4	1	-1	-0.3	0.94
CC(=O)C1=C(O)C(=O)N(CO)C1c1ccccc1F (configuration not stated)	-4	105	-8	93	12	0.3	-10	10	-0.2	1.1

Remaining list, next part
SMILES	STAT1 inh	STAT1 act	FLuc inhib CS	STAT3 act	STAT3 inh	RAM inhibit	APP 5'UTR act	APP 5UTR inh	Hsp70 act	NF-kB neuron act
NC(=S)N(c1ccccc1)c1ccccc1	1	98	3	89	15	0.5	12	-12	-0.2	1.7
COc1ccc(N2C(=O)CCC(C(=O)NCc3ccccn3)C2c2ccc(F)cc2)cc1 (configuration not stated)	3	98	-10	95	11	1.9	-8	8	-0.5	0.85
O=C(NCC(c1cccs1)N1CCOCC1)c1cc(-c2ccc(F)cc2)nc2ccccc12 (configuration not stated)	1	99	4	110	-7	-0.7	-2	2	-0.2	0.62
O=C(O)c1ccc(NC2CC(=O)N(Cc3ccccc3)C2=O)cc1 (configuration not stated)	-4	103	-7	104	-2	-1.0	26	-26	0.2	1.4
O=c1c2ccccc2[nH]c2ccc(F)cc12	-5	103	1	75	33	3.2	3	-3	0.8	1.3
Cc1cc(N2CCN(C)CC2)nc2ccc(NC(=S)NCCCN3CCN(C)CC3)cc12	-1	101	-8	98	3	1.0	9	-9	-0.3	1.2
Cc1ccc(CC2SC(N)=NC2=O)cc1 (configuration not stated)	-6	104	2	102	3	1.5	6	-6	0.1	1.1
COC(=O)c1c(C)c(C)nc(N)c1C#N	-3	103	2	104	-1	2.1	-28	28	-0.3	0.96
COCCn1c(-c2ccsc2)nc2c1c(=O)[nH]c(=O)n2CC(C)C	2	98	-2	106	-11	1.4	-13	13	-0.5	0.81
COc1ccccc1-n1cnnc1SCC(=O)c1c[nH]c2ccccc12	7	94	-3	104	-1	2.1	6	-6	-0.2	1.2
O=C(NCc1cn2ccccc2n1)c1ccc(Br)o1	-7	107	-3	104	5	-0.3	18	-18	0.3	1
COCCN(CCOC)C(=O)c1ccc(SCc2ccc(C)cc2)c([N+](=O)[O-])c1	5	95	-6	103	4	3.4	6	-6	0.2	1.1
CCOC(=O)C(C)Sc1nnc(-c2c[nH]c3ccccc23)n1C (configuration not stated)	10	91	-4	90	20	-1.0	3	-3	-0.2	1
O=C(CCN1CCCCC1)NCNC(=O)CCN1CCCCC1	6	95	-4	91	14	1.6	4	-4	0.1	1
O=S(=O)(c1ccc(Oc2ccc(Cl)cc2)c(S(=O)(=O)N2CCCCC2)c1)N1CCCCC1	-1	101	-10	107	-3	5.2	8	-8	-0.1	1.2
COc1ccc(CN2CCN(S(=O)(=O)c3ccccc3)CC2)cc1Br	1	99	-3	111	-15	2.3	.	.	-0.4	1.3
Cc1ccc(-n2c(N)c(C(=O)Nc3c(C)n(C)n(-c4ccccc4)c3=O)c3nc4ccccc4nc32)cc1	-2	102	-2	97	7	5.1	-2	2	-0.4	0.49
COc1ccc(OC)c(CN2C(=O)c3ccccc3C2C(=O)NCC2CCCO2)c1 (configuration not stated)	1	98	-7	99	3	4.6	9	-9	-0.1	1.1
